# Assay outcomes as filed in PubChem.
# N370S GC = qHTS Assay for Inhibitors and Activators of N370S glucocerebrosidase as a Potential Chaperone Treatment of Gaucher Disease. Lysosomal acid glucosylceramidase (Homo sapiens), P04062. N370S GC spleen homogenate, 4MU-glucoside fluorescence. Potency, µM (highest dose often 59.4 µM), inactives show top-dose activity change, negative = inhibition, actives largely listed as inhibitors. hit rate 0.092% among 330,000. AID 2101, 2009;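 also: 0% = full enzyme activity and -100% = no enzyme basal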
# FEN1 inh = qHTS Assay for the Inhibitors of Human Flap endonuclease 1 (FEN1); P39748; Recombinant FEN1 flap cleavage, fluorescence, 15 min; Potency, µM (highest dose often 114 µM), for the others: at the highest dose activity change, negative = inhibition, hits mostly inhibitors; hit rate 0.35% among 390,000; AID 588795, 2011; also: nearly all actives have a fitted effect of over 65% in size
#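 With each library titrated from low to high concentration, compounds met 10 nM FEN1 for 15 min at room temperature before 50 nM substrate was added; readings at 0 and 15 min fed four-parameter Hill curve fits.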
# GCN5L2 inh = qHTS Assay for Inhibitors of GCN5L2 | Histone acetyltransferase KAT2A (Homo sapiens), Q92830 | GCN5L2 HAT assay, ThioGlo1 CoA-SH fluorescence | Potency, µM (top dose mostly 58.9 µM), without a hit: at the highest dose activity change, negative = inhibition, most hits filed as inhibitors | hit rate 0.21% among 390,000 | AID 504327, 2011
# Target sequence (Q92830 whole entry, looked up): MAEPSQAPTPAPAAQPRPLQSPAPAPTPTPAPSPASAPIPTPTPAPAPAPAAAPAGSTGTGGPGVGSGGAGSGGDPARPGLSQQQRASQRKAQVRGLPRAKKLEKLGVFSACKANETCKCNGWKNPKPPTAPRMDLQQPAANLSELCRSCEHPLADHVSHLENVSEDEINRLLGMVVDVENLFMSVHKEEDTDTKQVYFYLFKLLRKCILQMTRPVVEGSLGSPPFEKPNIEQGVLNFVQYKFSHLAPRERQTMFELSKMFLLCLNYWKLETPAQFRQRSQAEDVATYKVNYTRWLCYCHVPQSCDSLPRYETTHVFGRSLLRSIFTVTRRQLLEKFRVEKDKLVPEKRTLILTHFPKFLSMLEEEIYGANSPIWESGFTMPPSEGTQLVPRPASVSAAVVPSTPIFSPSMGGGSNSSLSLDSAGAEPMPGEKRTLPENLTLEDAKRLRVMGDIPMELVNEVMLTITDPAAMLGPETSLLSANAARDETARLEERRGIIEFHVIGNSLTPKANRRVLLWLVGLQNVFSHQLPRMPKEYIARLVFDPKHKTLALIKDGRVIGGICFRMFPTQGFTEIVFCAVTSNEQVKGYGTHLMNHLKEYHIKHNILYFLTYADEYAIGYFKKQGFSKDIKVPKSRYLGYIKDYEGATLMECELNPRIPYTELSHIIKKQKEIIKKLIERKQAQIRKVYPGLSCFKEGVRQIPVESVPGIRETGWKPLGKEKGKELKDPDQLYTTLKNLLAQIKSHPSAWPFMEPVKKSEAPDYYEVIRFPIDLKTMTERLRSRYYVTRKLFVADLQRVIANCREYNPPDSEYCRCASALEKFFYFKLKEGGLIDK
#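 Free CoA generated was detected with ThioGlo1 (50uM) fluorescence at Ex340nm/Em540nm, read immediately and after 20 min at room temperature. Enzyme, 20 nM in HEPES pH 7.5 buffer, saw compounds 15 min before adding 75uM H3(1-25) peptide and 70uM acetyl-CoA.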
# The depositor's hits bear a star; ? = inconclusive; / = no result given; [ ] = another dose, or the depositor's remark. Calls follow the shape of the dose curve; as a rule, active = well fitted curve in the direction sought with a large enough effect; inconclusive = small, poorly fitted or top-dose-only effect, or another doubt; inactive = no such curve, though single readings can be large; an effect the other way counts as inactive or inconclusive. Unless noted, % is scaled to controls: 0 for no effect and ±100 for the full control effect; potency is read from the fitted curve at half-maximal effect.
GCN5L2 inh	N370S GC	FEN1 inh	structure
-11.4%	3.1%	-5.3%	CCOc1ccccc1NC(=O)C(C)CC (stereo not drawn)
16.4%	/	7.4%	Cc1c(C(=O)N2CCC(C)CC2)c(S(=O)(=O)N2CCN(c3cccc(Cl)c3)CC2)c(C)n1C
0.2%	9.3%	9.4%	COc1ccc(-c2cc(C(=O)N/N=C/c3ccc(OC)c(COCC(F)(F)C(F)F)c3)c3ccccc3n2)c(OC)c1
-2.0%	-5.3%	0.2%	COC(=O)C(NC(=O)c1ccc(C)cc1)(Nc1cccc(C)n1)C(F)(F)F (stereo not drawn)
-3.3%	-2.5%	-23.2%	CCc1cc2c(COC(=O)c3c(C)noc3C)cc(=O)oc2cc1O
-4.8%	8.8%	4.4%	O=C(CSc1nnc(-c2ccc(S(=O)(=O)N3CCCC3)cc2)o1)NCc1ccccc1
-1.8%	/	1.0%	Cc1ccc2c(c1)C(=O)N1[C@H]3c4cc(C)ccc4OC[C@@H]3[C@H](c3ccccc3)[C@]1(C)C(=O)N2
-5.4%	-28.4%	-1.2%	CCn1c(NCc2cc(OC)ccc2OC)nc2ccccc21
-8.8%	3.4%	-8.2%	O=C(O)/C=C/C(=O)Nc1ccccc1C(=O)Nc1ccccc1
-1.1%	-8.1%	-10.4%	COc1ccc(CC(=O)OCC(=O)N2CCCc3ccccc32)cc1
-4.3%	-15.3%	-0.6%	Oc1c(Cl)cc(Cl)cc1/C=N/c1nccs1
-21.3%	-23.3%	-6.5%	O=C(NCC(c1ccco1)N1CCc2ccccc2C1)c1ccccc1Cl (stereo not drawn)
-17.3%	/	-12.2%	COc1ccc(Cl)cc1NS(=O)(=O)c1cc(-c2cc(C)no2)ccc1C
1.9%	-5.8%	8.5%	CCOc1ccc(Oc2ccc(NC(=O)[C@@H](NC(N)=O)[C@@H](C)CC)cc2)cc1
-7.5%	/	14.1%	Cc1ccc(CNC(=O)c2cnc3c(-c4ccc(F)cc4)c(C)nn3c2C)o1
-9.2%	1.7%	-5.3%	COCCCNc1oc(COc2ccc(Cl)cc2Cl)nc1C#N
-11.1%	0.9%	-18.7%	CCSc1nnc(-c2ccc(Cl)cc2)c2ccccc12
-14.1%	-10.5%	16.1%	O=C1CSC(c2ccccn2)N1c1cccc(Cl)c1 (stereo not drawn)
-5.8%	-11.4%	6.2%	NC(=O)N/N=C/c1c(F)cccc1F
-8.8%	-3.1%	-3.6%	COc1ccc(S(=O)(=O)Oc2c(OC)cc(C(=S)N3CCOCC3)cc2OC)cc1
-3.8%	/	?	COc1ccc(CC(=O)Nc2cc(S(=O)(=O)N3CCCC3)ccc2Cl)c(OC)c1
-13.4%	19.5%	-17.9%	COC(=O)c1c(NS(=O)(=O)Cc2ccccc2)sc2c1CCCC2
-22.7%	7.4%	4.5%	O=C(CSc1nc2c([nH]c3ccccc32)c(=O)n1-c1ccccc1)NCC1CCCO1 (stereo not drawn)
-20.3%	5.0%	-1.2%	COCCCNc1nc2nonc2nc1N1C[C@H]2CC[C@H]1C2
-11.8%	/	-3.1%	CCCCN(Cc1ccccc1)S(=O)(=O)c1ccc2c(c1)CC(C)N2C(=O)CC (stereo not drawn)

# Next section, starting with the last five of the part before.
GCN5L2 inh	N370S GC	FEN1 inh	structure
-3.8%	/	?	COc1ccc(CC(=O)Nc2cc(S(=O)(=O)N3CCCC3)ccc2Cl)c(OC)c1
-13.4%	19.5%	-17.9%	COC(=O)c1c(NS(=O)(=O)Cc2ccccc2)sc2c1CCCC2
-22.7%	7.4%	4.5%	O=C(CSc1nc2c([nH]c3ccccc32)c(=O)n1-c1ccccc1)NCC1CCCO1 (stereo not drawn)
-20.3%	5.0%	-1.2%	COCCCNc1nc2nonc2nc1N1C[C@H]2CC[C@H]1C2
-11.8%	/	-3.1%	CCCCN(Cc1ccccc1)S(=O)(=O)c1ccc2c(c1)CC(C)N2C(=O)CC (stereo not drawn)
-3.5%	-5.8%	-6.0%	CC(C(=O)Nc1ccc(S(=O)(=O)N2CCOCC2)cc1)N1C(=O)C2CC=CCC2C1=O (stereo not drawn)
-0.2%	/	-2.1%	COc1ccccc1CNC(=O)CCn1c(=O)c2ccccc2n(CC(=O)Nc2ccc(C)cc2Cl)c1=O
-4.6%	-1.3%	-2.8%	c1ccc(-c2nccnc2-c2ccccc2)cc1
3.7%	/	10.6%	CS(=O)(=O)c1ccc(C(=O)NNC(=O)c2cc(-c3ccccc3)n[nH]2)cc1
-5.1%	7.0%	/	CCNc1ncc2nc(-c3cccs3)c(=O)n(Cc3cccc(OC)c3)c2n1
-1.2%	-2.9%	-16.4%	CN(C)CCNC(=O)c1c(O)c2c([nH]c1=O)CCCC2
-1.9%	-1.8%	-2.2%	O=C(NCCN1CCOCC1)c1cc(-c2ccco2)on1
-5.4%	-10.4%	13.7%	COC(=O)c1ccc(OC(=O)CCc2cc(OC)c(OC)c(OC)c2)cc1
-13.7%	7.0%	7.7%	Cc1ccc(C)n1-c1ncn[nH]1
-5.4%	/	15.2%	CC(C)NC(=O)Cc1csc2nc(-c3ccccc3)cn12
-5.8%	-18.5%	-0.9%	O=C(Cn1cnc2cc([N+](=O)[O-])ccc2c1=O)Nc1ccc(Br)cc1
-1.5%	27.2%	-1.3%	CCN(CC)S(=O)(=O)c1cccc(C(=O)NC(C(=O)Nc2nnc(C3CC3)s2)C(C)C)c1 (stereo not drawn)
-6.3%	-2.1%	0.9%	CC(C)CCNC(=O)C(=O)Nc1cc2c3c(c1)CCC(=O)N3CCC2
-2.3%	-14.0%	-9.8%	COc1ccc(NC(=O)CCCN2C(=O)CCC2=O)cc1Cl
-24.6%	5.9%	6.0%	COCCCNC(=O)/C=C1\Sc2ccccc2N(Cc2ccccc2F)C1=O
-4.5%	/	1.2%	CN1CCN(c2nc3ccccc3nc2NS(=O)(=O)c2ccc(Br)cc2)CC1
-5.8%	-3.9%	1.9%	Cc1ccc(N(CC(=O)Nc2ccc(S(=O)(=O)N3CCOCC3)cc2)S(C)(=O)=O)cc1C
21.0%	/	14.2%	COc1ccc(-n2ncc(C(=O)NCc3ccco3)c2C2CCN(C(=O)OC(C)(C)C)CC2)cc1
-19.2%	-19.3%	10.7%	CN1CCN(c2ccc(S(=O)(=O)N3CCCCC3)cc2NC(=O)Cc2c(F)cccc2Cl)CC1
-0.2%	-23.0%	1.4%	CCc1ccc(-c2nc(CN3CCC(C(=O)NCc4ccccc4OC)CC3)c(C)o2)cc1
0.4%	/	10.1%	Cc1cccc(C(=O)Nc2cccc(S(=O)(=O)NCc3ccco3)c2)c1
0.5%	-4.1%	2.8%	CC1CCCN(C(=O)COC(=O)c2cccc(NS(=O)(=O)c3ccccc3)c2)C1 (stereo not drawn)
-0.1%	2.4%	-1.6%	CC(C)(C)C(=O)Nc1nnc(Cc2ccccc2)s1
2.2%	?	1.2%	CC(Oc1ccc(F)cc1)C(=O)Nc1cc(S(=O)(=O)N2CCCCC2)ccc1N1CCOCC1 (stereo not drawn)
-6.0%	1.8%	-1.5%	O=C(COc1ccc(Cl)cc1)NC1CCSC1=O (stereo not drawn)

# Additional compounds.
GCN5L2 inh	N370S GC	FEN1 inh	structure
-3.0%	/	-6.3%	Cc1ccc(-n2ncc(C(=O)N3CCN(c4ccccc4F)CC3)c2C2CCN(C(=O)OC(C)(C)C)CC2)cc1C
-1.9%	/	6.7%	CN(CC(=O)Nc1ccccc1Cl)C(=O)COC(=O)/C=C/c1cccc(C(F)(F)F)c1
-7.6%	0.4%	8.4%	O=C(COC(=O)c1cc2ccccc2cc1O)c1ccccc1
0.0%	1.9%	0.5%	CC(C)(CNC(=O)CNC(=O)c1ccc(Cl)cc1Cl)N1CCOCC1
-14.3%	/	?	Cc1oc(C)c2c(=O)cc(-c3ccc4c(c3)OCO4)cc(OC(=O)c3ccccc3Cl)c12
0.8%	-4.0%	-1.4%	CCNCc1ccc(OCc2ccccc2F)c(OC)c1
-5.6%	4.0%	-14.9%	C/C(=N\NC(=O)C(N)=O)c1ccc(OC(F)F)cc1
0.1%	-17.6%	-2.8%	COC(C(=O)N/N=C(\C)CC(=O)Nc1ccc(Cl)cc1C)c1ccccc1 (stereo not drawn)
-0.8%	4.1%	-2.9%	COC(=O)c1ccc(NC(=O)Nc2ccc(C)cc2)cc1
1.9%	-12.2%	-8.0%	CN(Cc1cc2ccccc2[nH]c1=O)C(=O)c1cccs1
-9.8%	3.2%	1.8%	Cc1cc(C)cc(NC(=O)Cn2nnc(C(=O)NCc3ccc4c(c3)OCO4)c2N)c1
-0.6%	-5.3%	-0.3%	CCOc1ccc(S(=O)(=O)Nc2ccc(S(=O)(=O)N3CCCCC3)cc2)cc1
-11.9%	-1.3%	-7.7%	CCOC(=O)C(NC(C)=O)(Nc1ccc(S(=O)(=O)Nc2onc(C)c2C)cc1)C(F)(F)F (stereo not drawn)
34.5%[activator]	/	-1.8%	CCc1ccc(NC(=O)Cn2cc(S(=O)(=O)N3CCCC3)c(S(=O)(=O)N3CCCC3)c2)cc1
27.3%	/	-0.9%	COc1ccc(CNC(=O)Cn2nc(N3CCN(c4ccccc4)CC3)ccc2=O)c(OC)c1
1.5%	-19.7%	7.0%	O=C(CN1CCCCC1)Nc1cccc(Oc2ccccc2)c1
-8.2%	?	0.8%	N#Cc1cc2c(nc1SCc1ccccc1)CCCC2=O
-1.9%	1.0%	-7.6%	CC(O)c1cc2c(cc1NC(=O)c1cnn3c1NC(c1ccco1)CC3C(F)(F)F)OCO2 (stereo not drawn)
-1.8%	7.4%	-7.5%	O=C(CSc1ccccc1)NCc1ccco1
-15.9%	/	4.6%	COCc1ccc(-c2c(-c3cccc(OC)c3)sc3ccc(OC)cc23)cc1
-3.8%	13.8%	3.2%	Cc1ccc(OCC(=O)N/N=C/c2cccn2C)cc1C
18.1%	6.8%	-12.7%	CC(C)/C=C(/C(=O)c1ccc(Cl)cc1Cl)n1cncn1
-2.7%	-4.1%	13.2%	CCOC(=O)C1=NN(C(=O)c2ccco2)C2(CC2)C1
-0.9%	-8.0%	-7.9%	Cc1c2c(nc3nc4ccccc4n13)CC(C)(C)CC2=O
-2.2%	0.0%	2.2%	CCCCC(=O)NC(=S)Nc1ccc(Cl)c(C(=O)O)c1

# Going on with the list:
GCN5L2 inh	N370S GC	FEN1 inh	structure
-1.8%	-2.3%	-1.6%	COc1ccc(CCN(C)C2CCCN(S(=O)(=O)c3ccccc3)C2)cc1OC (stereo not drawn)
-1.3%	2.4%	7.0%	O=C(COC(=O)COc1cccc2ccccc12)NCC(F)(F)F
0.0%	-7.2%	17.7%	CC1CC(=O)N(CC(=O)NCc2ccc(F)cc2)c2ccccc2S1(=O)=O (stereo not drawn)
-5.0%	8.0%	-33.5%	CCOC(=O)NNC(=O)c1[nH]c2ccc(Br)cc2c1-c1ccccc1
-7.5%	/	-25.8%	CC(C(=O)Nc1ccccc1)n1nnc2sc3c(c2c1=O)CCCC3 (stereo not drawn)
-11.4%	/	-19.7%	COc1ccc(Cl)cc1NC(=O)COC(=O)c1c(-c2ccccc2)noc1C
-0.3%	?	-2.3%	CCC(C)(C)C1CCc2[nH]nc(C(=O)NCCN3CCOCC3)c2C1 (stereo not drawn)
-6.6%	-4.2%	2.6%	COc1ccc(C(=O)OCC(=O)c2c(N)n(C)c(=O)n(C)c2=O)cc1OC
20.9%	?	-6.0%	N#Cc1ccc(-c2ccc(F)cc2)nc1Sc1ccccc1
2.6%	9.3%	0.7%	CCOC(=O)c1c(O)c2ccccc2n(CC)c1=O
-16.9%	?	-5.0%	O=C(c1ccc(Cl)c(Cl)c1)c1cc(-c2ccccn2)c(N2CCOCC2)s1
0.5%	13.2%	-5.0%	CCOC(=O)c1cnc(SC)nc1NCCOC
4.5%	-1.0%	1.8%	COc1ccc(C(=O)C2CCCN(Cc3cnc(N4CCOCC4)s3)C2)c(OC)c1 (stereo not drawn)
-15.2%	-12.5%	-8.7%	CN(Cc1nccn1C)C(=O)C1CCC(=O)N(Cc2cccc(C(F)(F)F)c2)C1 (stereo not drawn)
-5.7%	7.7%	-3.9%	O=C(NCc1cccs1)C(Cc1ccccc1)NS(=O)(=O)c1cccs1 (stereo not drawn)
/	9.1%	-13.6%	C=CCn1cnc2scc(-c3ccc(CC)cc3)c2c1=O

# Some of the entries so far, with two lines to a compound.
# Value order: GCN5L2 inh, N370S GC, FEN1 inh
- CC(O)c1cc2c(cc1NC(=O)c1cnn3c1NC(c1ccco1)CC3C(F)(F)F)OCO2 (stereo not drawn)
 : -1.9%, 1.0%, -7.6%
- O=C(CSc1ccccc1)NCc1ccco1
 : -1.8%, 7.4%, -7.5%
- COCc1ccc(-c2c(-c3cccc(OC)c3)sc3ccc(OC)cc23)cc1
 : -15.9%, /, 4.6%
- Cc1ccc(OCC(=O)N/N=C/c2cccn2C)cc1C
 : -3.8%, 13.8%, 3.2%
- CC(C)/C=C(/C(=O)c1ccc(Cl)cc1Cl)n1cncn1
 : 18.1%, 6.8%, -12.7%
